# Compound activity as filed in PubChem BioAssay.
# EP2 antag – blocks the human prostaglandin E2 receptor EP2 | C6 glioma cells expressing human EP2, cAMP TR-FRET; cells stimulated with saturating PGE2 | inhibition, % at 25 µM | 0.52% of 260,000 active;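 active means percent inhibition above 40 after rounding to a whole number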;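 further: rat C6 glioma host cells with rolipram phosphodiesterase inhibitor present; the protocol text gives 20 µM as final concentration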
# Furin inh – inhibitors of human furin; inhibition, % at 30 µM; purified furin, fluorogenic substrate cleavage; AID 463115; 0.061% of 220,000 active; in the data active means inhibition above about 25%; further: inactives centre near -15
# p47phox inh – inhibitors of human p47phox binding. P14598. 0.53% of 220,000 active. p47phox/p22phox peptide binding, fluorescence polarization, 2 h. inhibition, % at 24.7 µM;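 active means inhibition above about 30%, limit read from the data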;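 further: 0% = p47phox with labelled peptide and 100% = labelled peptide alone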
# PPC-1+TRAIL kill – PPC-1 cancer cell killing with TRAIL present; PPC-1 cells + TRAIL, ATPLite viability luminescence; cell killing (% activity), % at 4 µM; 0.41% of 220,000 active; AID 1443;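 active means cell killing above 50% in the first pass at 4 µM, then a duplicate retest at 5 µM averaging 50% or more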;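 further: plate controls were cells with TRAIL plus DMSO for no effect and medium-only wells lacking cells for full effect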
# Tb hexokinase – T. brucei hexokinase 1 inhibition; 0.11% of 220,000 active; recombinant TbHK1, G6PDH-coupled NADH A340; inhibition, % at 10 µM; AID 1430;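 active means inhibition of 50% or more in the single-dose primary screen; inactive means inhibition below 50%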
# Ba/F3 V617F tox – reduce viability of Ba/F3 cells dependent on JAK2V617F | 1.1% of 220,000 active | Ba/F3 EpoR-JAK2V617F viability, ATP luminescence | AID 1446 | inhibition, % at 5.6 µM;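 active means inhibition above the campaign mean plus 3 SD over all tested compounds, cut at about 24% in these data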;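 further: cytokine-independent growth of Ba/F3 cells driven by EpoR plus mutant JAK2; 0% = DMSO-treated cells and 100% = JAK inhibitor I control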
# BaF3 parental – parental Ba/F3 viability inhibition as JAK2V617F counter-screen. CellTiter-Glo ATP luminescence. inhibition, % at 5.6 µM. AID 1486. 1.1% of 220,000 active;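 active means inhibition above a per-campaign cutoff, the mean inhibition of all tested compounds plus 3 SD, cut at about 27% in these data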;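 further: 0% = DMSO wells and 100% = JAK Inhibitor I control wells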
# p97 inhibitor – blocks human p97 ATPase activity | AID 1481 | 0.42% of 220,000 active | recombinant p97 ATPase, Kinase-Glo ATP luminescence, 3 h | P55072 | inhibition, % at 8 µM; in the data active means inhibition above about 15%;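 further: 0% = DMSO vehicle and 100% = wells lacking enzyme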
# Target sequence (P55072 whole entry, looked up): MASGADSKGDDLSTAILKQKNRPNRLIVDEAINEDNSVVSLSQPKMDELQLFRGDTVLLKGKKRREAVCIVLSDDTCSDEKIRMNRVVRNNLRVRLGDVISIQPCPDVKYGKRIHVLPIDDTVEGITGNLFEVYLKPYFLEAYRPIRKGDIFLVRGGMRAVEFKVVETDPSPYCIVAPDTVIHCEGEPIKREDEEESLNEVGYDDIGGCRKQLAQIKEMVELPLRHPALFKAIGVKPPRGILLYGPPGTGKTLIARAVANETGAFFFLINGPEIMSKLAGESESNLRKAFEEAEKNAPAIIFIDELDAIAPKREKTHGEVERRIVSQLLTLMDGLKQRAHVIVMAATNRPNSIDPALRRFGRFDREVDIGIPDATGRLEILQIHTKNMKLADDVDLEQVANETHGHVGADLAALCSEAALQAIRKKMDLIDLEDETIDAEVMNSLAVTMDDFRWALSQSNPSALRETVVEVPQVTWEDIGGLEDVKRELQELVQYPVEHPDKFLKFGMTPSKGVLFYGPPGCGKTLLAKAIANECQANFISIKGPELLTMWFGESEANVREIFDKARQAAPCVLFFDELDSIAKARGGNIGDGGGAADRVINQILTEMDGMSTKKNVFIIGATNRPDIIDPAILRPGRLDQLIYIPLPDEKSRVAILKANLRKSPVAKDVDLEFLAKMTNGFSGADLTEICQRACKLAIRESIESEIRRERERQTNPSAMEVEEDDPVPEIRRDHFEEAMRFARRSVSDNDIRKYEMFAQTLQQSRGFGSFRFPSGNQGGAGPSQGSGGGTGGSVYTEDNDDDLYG
# RBBP9 inhibitor – human RBBP9 hydrolase inhibition | inhibition, % at 7.94 µM | 0.2% of 220,000 active | recombinant RBBP9, FP-Rh probe fluorescence polarization | O75884;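 active means inhibition above the campaign mean of all tested compounds plus 3 SD, cut at about 14% in these data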;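 further: plate controls were DMSO wells with RBBP9 for no effect and wells lacking RBBP9 protein for full effect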
# Target sequence (O75884 whole entry, looked up): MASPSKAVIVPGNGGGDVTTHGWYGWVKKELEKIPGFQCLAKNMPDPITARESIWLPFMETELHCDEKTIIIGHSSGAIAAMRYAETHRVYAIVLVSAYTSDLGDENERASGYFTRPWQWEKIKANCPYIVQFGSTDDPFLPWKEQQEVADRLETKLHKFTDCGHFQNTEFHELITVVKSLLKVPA
#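 Measured by – fluorescence polarization · Test system – RBBP9 protein · Input – 2.5 µM RBBP9 dispensing solution, before mixing · Measure – percent inhibition from mP, scaled between DMSO and no-protein wells · Benchmarks – DMSO-treated enzyme wells and wells lacking RBBP9 · Times – preincubation 30 min plus labeling 45 min at 25 °C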
# * hit, by the source's call; / = no result given; & = joins results of further samples; [ ] = remark or other dose.
SMILES,EP2 antag,Furin inh,p47phox inh,PPC-1+TRAIL kill,Tb hexokinase,Ba/F3 V617F tox,BaF3 parental,p97 inhibitor,RBBP9 inhibitor
COC(=O)Cn1ncn2c(cc3oc(C)cc32)c1=O,12,-10,-9,4,-2,3,2,-5,-13
COC(=O)CCC(=O)OC1(C)C(=O)C2=CN(CCCOC(C)C)C(c3ccc(OC)cc3)=CC2=C(Br)C1=O (stereo not given),12,-14,12,10,-34,/,/,/,/
CC(C)CCOP(=O)(c1ccc(N(C)C)cc1)C(Nc1ccccc1)c1ccc(N(C)C)cc1 (stereo not given),9,2,-13,6,-23,2,0,-9,0
O=C(CN(C(=O)CCNC(=O)c1ccco1)c1ccccc1)NC1CCCC1,8,-14[20 µM],1,19,5,2,4,-3,-8
Nc1ncc2c(n1)CC(c1ccco1)CC2=O (stereo not given),18,-17[20 µM],0,-6,4,-2,2,4,-1
COC(=O)c1c(NC(=O)C2COc3ccccc3O2)sc2c1CCN(Cc1ccccc1)C2 (stereo not given),4,-15,-12,3,-6,1,5,-4,-5
C/C(=N\NC(=O)C(C)Nc1cccc(Cl)c1)c1ccc([N+](=O)[O-])cc1 (stereo not given),14,-12,1,-2,-17,2,8,0,1
CC(=O)c1ccc2c(c1)CC(C)C(=O)N2C (stereo not given),8,-22,-4,3,-3,1,1,2,0
CC(=O)N1CCc2cc(C(=O)CN3CCCN(Cc4ccc(F)cc4)C3)ccc21,10,8,8,-18,-7,5,5,-8,-8
C/C(CC(=O)Nc1ccc(N(C)C)cc1)=N\NC(=O)c1ccc([N+](=O)[O-])cc1Cl,5,-18,-3,-3,-3,0,4,-1,-2
O=c1cc(-c2ccc([N+](=O)[O-])cc2)nc2cc(-c3ccc(F)cc3)[nH]n12,15,-9,-9,2,-14,0,7,-1,-5
CC(=NCCCn1ccnc1)c1c(O)n(Cc2ccccc2)c(=O)[nH]c1=O,3,-15[20 µM],-12,19,-1,-2,-1,14,-5
O=C(O)CCCC(=O)Nc1ccc(Cl)c(Cl)c1,10,-4,-8,10,4,1,4,-2,-10
Nn1c(SCc2cccc(Br)c2)nnc1-c1cccnc1,9,-20,2,7,9,4,1,-6,-3
CCC(O)(CC)C(=O)N/N=C/c1cc(Br)cc(Br)c1O,10,-11,-4,5,-9,-4,-2,7,-6
O=S(=O)(Oc1ccccc1/C=N/n1cnnc1)c1ccccc1,4,-27,-8,-2,3,1,7,1,-7
COc1ccccc1Oc1ccc(S(=O)(=O)N2CCN(C)CC2)cc1,2,-26,2,11,2,0,9,5,-2
O=C(NCCCc1ccccc1)C1CCC(CNc2c(N3CCCCC3)c(=O)c2=O)CC1 (stereo not given),8,-8,-6,-12,-2,-4,5,7,0
Cc1ccccc1NC(=S)NC(=O)CCc1ccccc1,5,-10,-6,-1,-10,0,6,0,-4
CCOc1ccc(N2C(=O)CC(N3CCN(C4CCc5ccccc5C4)CC3)C2=O)cc1 (stereo not given),13,-20,-9,9,-14,3,4,3,-8
CCOc1ccc(C(=O)NC2CCN(C(=O)N3CCCC3)CC2)cc1,16,-6[20 µM],-6,36,-1,-1,0,6,2
COc1ccc2c(Cl)c(C(=O)N/N=C/c3ccc4c(c3)OCO4)sc2c1,11,-8[20 µM],11,-1,-2,-2,-2,1,3
O=C(CCS(=O)(=O)c1cc(Br)cc2c1N(C(=O)C1CC1)CC2)NCc1ccco1,17,-22,-2,18,6,1,5,2,-7
CC(C)c1ccc(NC(=O)c2cccnc2)cc1,17,-28,-8,23,4,2,-1,5,4
CCCCC(=O)N(Cc1ccc(-c2ccccc2-c2nn[nH]n2)cc1)[C@H](C(=O)O)C(C)C,13&8,/,-6,-23,/,-2,-9,2,-5
# New compounds follow:
SMILES,EP2 antag,Furin inh,p47phox inh,PPC-1+TRAIL kill,Tb hexokinase,Ba/F3 V617F tox,BaF3 parental,p97 inhibitor,RBBP9 inhibitor
Cc1cc(NC(=O)c2cccc3ccccc23)cc(C)c1OCC(=O)N1CCOCC1,-1,-17[20 µM],-15,10,-3,-1,0,3,-5
O=C(c1cccnc1Cl)N1CCOCC1,4,-15,-3,31,5,0,3,0,-3
Cc1oc(/C=N/NC(=O)CN(c2ccccc2Br)S(C)(=O)=O)cc1Br,25,-18,-7,-1,-21,-1,-2,0,-6
CC1COC(=O)C(NNc2ccc(Cl)c(Cl)c2)=N1 (stereo not given),1,-21,2,16,-1,2,8,3,-1
O=C1CSC(c2cn(-c3ccccc3)nc2-c2cc3ccccc3oc2=O)N1Cc1cccnc1 (stereo not given),7,-13[20 µM],-3,9,-27,-2,2,1,0
CC(C)CC(NC(N)=O)C(=O)Nc1ccc(Oc2ccccc2)cc1 (stereo not given),5,-47,3,1,3,0,3,0,-9
CCCCN1C(=S)SC(C)(C)C1/[N+]([O-])=C/c1cccnc1 (stereo not given),15,-8[20 µM],-8,-16,0,5,-3,-4,-10
COc1cccc2c(N/N=C/c3ccco3)cc(C)nc12,5,-28,-5,12,0,2,4,2,-7
COc1cccc(NC(=O)Nc2cc(C(=O)O)ccc2C)c1,11,-31,-6,-6,2,0,3,5,6
CCC(=O)N(CCC(Cc1ccccc1)c1ccc2c(c1)OCO2)Cc1ccccc1F (stereo not given),/,8[20 µM],0,24,13,0,3,-6,-3
COc1cc(NC(=O)COC(C)=O)c(C)cc1[N+](=O)[O-],6,-19,0,17,-15,-1,2,-5,-9
Cc1ccc(C(=O)Nc2ccc3c(c2)OCO3)cc1,8,-2[20 µM],4,72*,-5,4,5,-7,1
CS(=O)(=O)N(CCc1ccccc1)CC(=O)N1CCN(Cc2ccccc2)CC1,8,-14[20 µM],-6,11,-1,5,8,-9,1
Clc1cc(Sc2ccc(Br)cc2)nnc1-c1ccccc1,11,-12[20 µM],-11,25,1,-1,2,-4,-1
O=C1CC(c2cccc(Cl)c2)Cc2nc(N3CCOCC3)ncc21 (stereo not given),26,-5,-15,4,-6,0,1,0,-6
CCOC(=O)c1sc(N)c(C(=O)Nc2ccccc2)c1C,8&6,-8,-8,13,-16,-1,5,3,-9
O=C(CSc1nnc2ccccn12)c1ccc(OC(F)F)cc1OC(F)F,7,-30,-20,4,0,-4,0,3,-5
Cc1ccc(C(=O)Nc2ccccc2C(=O)NC(CC(=O)O)C(=O)O)cc1 (stereo not given),8,-23,-1,18,5,0,1,32*,-7
CC(C)NS(=O)(=O)c1ccc(NC(=O)C2CC3C=CC2C3)cc1 (stereo not given),14,-25[20 µM],-11,-6,-2,1,0,0,1
CCOC(=O)C1(Cc2ccccc2)CCN(CC2CC=CCC2)CC1 (stereo not given),12,-25,4,8,5,0,9,1,0
CCOC(=O)C(C)Sc1nnc(NC(=O)c2ccc3c(c2)OCO3)s1 (stereo not given),10,-21,-3,12,-13,-2,10,-1,-5
COC(=O)COc1cccc2c(=O)n(CC(=O)Nc3ccc4c(c3)OCCO4)ccc12,7,-12,3,3,-1,1,2,-3,-4
CCOC(=O)CCC(=O)c1c(C)oc2ccc(OC)cc12,13,-8[20 µM],-6,12,5,-5,-2,0,-9
CCOc1ccc2[nH]c(=O)c(CN(CCO)C(=O)c3ccc(F)cc3)cc2c1,11&18,-32,-10,-13,-13,-5,1,5,-2
O=C(CSc1cccc2cccnc12)NCc1ccco1,/,-19,-10,-2,3,-3,-2,1,-6
# Later entries:
SMILES,EP2 antag,Furin inh,p47phox inh,PPC-1+TRAIL kill,Tb hexokinase,Ba/F3 V617F tox,BaF3 parental,p97 inhibitor,RBBP9 inhibitor
CCCC(=O)Nc1nc2ccc(S(N)(=O)=O)cc2s1,7,-23,-5,13,-3,-2,3,-3,-2
CCC1(C)OC(=O)N2CCc3c(C)[nH]c4c(C)ccc(c34)C21C (stereo not given),8,0,-10,-9,2,6,5,-8,0
OCc1csc(=Nc2ccccc2)n1-c1ccccc1,13,-17,-7,3,2,-1,1,10,10
CCCCCCc1cc2cc(-c3nnc(-c4ccccc4O)o3)c(=O)oc2cc1O,9,-1,-1,5,19,-3,0,0,8
CCOC(=O)N1CCN(c2c(NCc3ccccc3Cl)c(=O)c2=O)CC1,6,-14,-9,-9,-3,-2,-3,8,7
CC1Cc2ccccc2N1C(=O)CN1C(=O)NC(C)(c2ccc3c(c2)OCCO3)C1=O (stereo not given),6,-15,-10,20,16,-4,3,8,-5
N#Cc1c2n(cnc1=O)CCCCC2,9,-13[20 µM],-1,-9,-10,-1,8,9,-3
Cc1nnc(NCc2ccco2)s1,7,-4[20 µM],-9,-30,3,0,2,-3,-2
NS(=O)(=O)c1cc(C(=O)OCC(=O)Nc2ccc(Cl)cc2[N+](=O)[O-])ccc1Cl,6,-22,-21,-18,4,-1,6,1,3
COC(=O)c1c[nH]n2c(=O)c(Cl)c(C)nc12,4,-18,-2,22,2,4,2,-5,-9
Cc1ccc(NS(=O)(=O)c2cc3c4c(cccc4c2)C(=O)NC3=O)cc1C,4,-11,-54,1,-6,25*,11,9,-3
Cc1c(Cl)cccc1NC(=O)Nc1ccc(C(=O)N2CCCC2)cc1,0,-16,2,6,-2,-1,7,-2,5
COc1cc2c(cc1NC(=O)COC(=O)[C@@H](NC(=O)c1ccccc1)C(C)C)oc1ccccc12,5,-15,-30,-2,-11,-1,4,2,-4
CCOC(=O)C1CCCN(C(=O)CSc2nccn2C)C1 (stereo not given),7,-24,-5,0,0,3,2,5,-5
COCC(=O)Nc1cc(C(=O)Nc2cccc(C)c2C)ccc1Cl,9,-12[20 µM],-8,-9,4,3,3,-2,3
Cc1ccc(NC(=O)CCn2nnc3ccccc32)c(C)c1,8&1,-22,4,11,-2,-2,5,3,-10
Brc1ccc(-c2csc(/N=C/N3CCCC3)n2)cc1,2,-13,-8,17,-7,4,2,-11,-6
Nc1ncnc2nc(SCc3ccc(Cl)cc3Cl)[nH]c12,11,-16[20 µM],-14,-3,-2,-2,5,3,-2
COCCn1cnnc1SCC(=O)Nc1cc(OC)c([N+](=O)[O-])cc1C,5,-25,-4,-12,-10,2,8,3,-6
COc1ccc(-n2c(CN3CCC(C)CC3)nc3ccc([N+](=O)[O-])cc3c2=O)c(OC)c1,3,-12,-14,-10,-6,3,8,4,-6
Cc1ccc(OCCCCn2ccnc2)c(Cl)c1,5,-15[20 µM],-11,13,0,1,8,-1,0
Cc1ccc(S(=O)(=O)N2CCC(=O)N(CCOC(=O)Nc3cc(C)cc(C)c3)CC2)cc1,6,-13,0,-23,-5,2,3,-4,-10
Cc1ccc(N2C(=O)C3C(C2=O)C2C=CC3C23CC3)c([N+](=O)[O-])c1 (stereo not given),2,-16,2,7,0,-1,2,-1,-3
O=[N+]([O-])c1cccc(S(=O)(=O)NCCc2cn3ccccc3n2)c1,5,-11,1,10,-4,5,2,-3,-11
NC(=S)NNc1cccc(Cl)c1,11,-14[20 µM],-12,-3,-1,1,3,3,2
CSc1ccc(N=Nc2c(C)[nH]n(C)c2=O)cc1,10,26*,-29,22,-17,-1,-1,1,-7
CCCCN(CCCC)CP(=O)(c1ccccc1)c1ccccc1,9,-12[20 µM],-3,10,-4,0,5,-5,-4

# 3 entries from above, set out differently.
# Each structure is followed by: EP2 antag | Furin inh | p47phox inh | PPC-1+TRAIL kill | Tb hexokinase | Ba/F3 V617F tox | BaF3 parental | p97 inhibitor | RBBP9 inhibitor
O=C(CCS(=O)(=O)c1cc(Br)cc2c1N(C(=O)C1CC1)CC2)NCc1ccco1
  17 | -22 | -2 | 18 | 6 | 1 | 5 | 2 | -7
CC(C)c1ccc(NC(=O)c2cccnc2)cc1
  17 | -28 | -8 | 23 | 4 | 2 | -1 | 5 | 4
CCCCC(=O)N(Cc1ccc(-c2ccccc2-c2nn[nH]n2)cc1)[C@H](C(=O)O)C(C)C
  13&8 | / | -6 | -23 | / | -2 | -9 | 2 | -5

# Structures listed so far that bear a hit mark in Furin inh:
structure,Furin inh,p47phox inh,Tb hexokinase,p97 inhibitor,RBBP9 inhibitor
CSc1ccc(N=Nc2c(C)[nH]n(C)c2=O)cc1,26*,-29,-17,1,-7

# These rows are one share of the data; count on the stated rates, not on these rows.
